From PubChem
PGE2 EP2 inh: human EP2 receptor antagonists, primary screen, TR-FRET cAMP, C6 glioma cells. Prostaglandin E2 receptor EP2 subtype (Homo sapiens), P43116. 260,000 compounds, 0.52% hits. inhibition, % at 25 µM. C6 glioma cells expressing human EP2; cells stimulated with saturating PGE2;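 active means percent inhibition above 40 after rounding to a whole number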;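 further: rat C6 glioma host cells with rolipram phosphodiesterase inhibitor present; the protocol text gives 20 µM as final concentration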
Target sequence (P43116 whole entry, looked up): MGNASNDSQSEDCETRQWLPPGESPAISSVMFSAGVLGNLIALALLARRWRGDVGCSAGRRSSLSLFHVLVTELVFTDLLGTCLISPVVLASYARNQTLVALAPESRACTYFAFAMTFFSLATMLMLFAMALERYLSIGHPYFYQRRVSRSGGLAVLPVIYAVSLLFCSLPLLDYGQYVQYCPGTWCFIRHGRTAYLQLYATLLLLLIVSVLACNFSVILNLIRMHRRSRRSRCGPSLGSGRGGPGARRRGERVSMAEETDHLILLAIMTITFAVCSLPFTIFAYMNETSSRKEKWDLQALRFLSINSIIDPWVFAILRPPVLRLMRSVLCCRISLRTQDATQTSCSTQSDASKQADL
zVAD death inh: inhibitors of zVAD-triggered necroptosis, primary screen, L929 cells. L929 zVAD necroptosis rescue, ATP luminescence, 24 h; with zVAD 60 µM. viability rescue, % at 10 µM. 220,000 compounds, 0.38% hits. AID 1377, 2008;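 active means activation, scaled between plate controls, above about 75%, limit read from the data; inactive means activation under that limit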;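 further: 0% = zVAD with DMSO and 100% = DMSO alone without zVAD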
Rad51 HR inh: human RAD51 strand exchange inhibitors, primary screen, biochemical, fluorescence | hRad51 DNA strand exchange, fluorescence dequenching | DNA repair protein RAD51 homolog 1 (Homo sapiens), Q06609 | AID 1385, 2008 | inhibition, % at 10 µM | 200,000 compounds, 0.085% hits;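 active means inhibition above 40% at the single screening dose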;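 further: 0% = DMSO control wells and 100% = blanks with heterologous ssDNA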
Target sequence (Q06609 whole entry, looked up): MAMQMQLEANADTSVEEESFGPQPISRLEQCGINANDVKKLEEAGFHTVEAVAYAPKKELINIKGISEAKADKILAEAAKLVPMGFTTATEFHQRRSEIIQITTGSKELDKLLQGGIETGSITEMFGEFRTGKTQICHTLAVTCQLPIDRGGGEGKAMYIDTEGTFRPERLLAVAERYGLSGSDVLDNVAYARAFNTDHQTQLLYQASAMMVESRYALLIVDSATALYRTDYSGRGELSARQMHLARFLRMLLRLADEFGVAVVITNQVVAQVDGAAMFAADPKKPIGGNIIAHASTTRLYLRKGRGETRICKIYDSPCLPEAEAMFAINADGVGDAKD
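System: hRad51 filaments on single-stranded DNA; reagent: Fluorescein- and BHQ1-tagged 47-mer duplex; compound dosing: one concentration, 10 µM final; timing: filaments 15 min 37 °C, then compound 30 min; measured by: fluorescein emission 520 nm, excitation 485 nm; benchmarks: per-plate controls and blanks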
14-3-3 Bad PPI: inhibitors of 14-3-3 zeta/Bad binding, primary screen, biochemical, TR-FRET, bovine 14-3-3 zeta. 14-3-3 protein zeta/delta (Bos taurus), P63103. TR-FRET 14-3-3zeta/Dy647-pBad peptide displacement, 1 h. inhibition, % at 21.7 µM. 220,000 compounds, 0.71% hits. AID 781, 2007;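 active means inhibition above about 70%, limit read from the data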;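 further: 0% = full 14-3-3 plus peptide FRET controls and 100% = background without 14-3-3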
Target sequence (P63103 whole entry, looked up): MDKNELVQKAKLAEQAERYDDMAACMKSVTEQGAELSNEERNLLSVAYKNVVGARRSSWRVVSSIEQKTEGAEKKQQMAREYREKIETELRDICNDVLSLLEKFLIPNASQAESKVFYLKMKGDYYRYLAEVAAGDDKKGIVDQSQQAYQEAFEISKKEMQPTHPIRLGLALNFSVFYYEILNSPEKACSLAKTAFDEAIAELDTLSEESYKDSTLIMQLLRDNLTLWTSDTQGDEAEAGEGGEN
Hck-Nef inh: inhibitors of Nef-activated human Hck kinase, primary screen, biochemical, Z-Lyte FRET, 384-well, Hck-YEEI; Recombinant Hck-YEEI plus Nef, Z-Lyte FRET kinase assay; inhibition, % at 20 µM; Tyrosine-protein kinase HCK (Homo sapiens), P08631; 220,000 compounds, 0.68% hits; AID 463187, 2010;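 active means Hck-Nef kinase inhibition above about 50%, limit read from the data; inactive means inhibition below that limit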;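 further: 0% = DMSO with Hck plus Nef and 100% = Hck alone without Nef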
eIF4E 4G PPI: eIF4E–eIF4G protein interaction inhibitors, primary screen, biochemical, uHTS, TR-FRET, eIF4GI fragment; Eukaryotic translation initiation factor 4E (Mus musculus) + Eukaryotic translation …; TR-FRET eIF4E-eIF4GI(517-606) binding, 2 h; inhibition, % at 21.7 µM; 220,000 compounds, 0.37% hits; AID 782, 2007;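 active means inhibition above about 30%, limit read from the data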;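 further: 0% = full FRET control wells and 100% = background wells lacking eIF4GI fragment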
Calpain2 inh: inhibitors of pig calpain II, primary screen, biochemical, fluorogenic peptide substrate, 1536-well | 220,000 compounds, 0.37% hits | AID 1236, 2008 | purified calpain II, 30 min | inhibition, % at 16 µM;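 active means inhibition above about 50%, limit read from the data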
TbHK1 inh: Trypanosoma brucei hexokinase 1 inhibitors, primary screen, biochemical, G6PDH-coupled NADH absorbance, MLSCN library. 220,000 compounds, 0.11% hits. hexokinase 1 [Trypanosoma brucei]. inhibition, % at 10 µM. recombinant TbHK1, G6PDH-coupled NADH A340;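 active means inhibition of 50% or more in the single-dose primary screen; inactive means inhibition below 50%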
EP2 mod: EP2 receptor modulators, cAMP readout, primary screen, cell-based, HTRF cAMP, PGE2 stimulation. Prostaglandin E2 receptor EP2 subtype (Homo sapiens), P43116. EP2-expressing cells, cAMP HTRF FRET, PGE2 co-stimulation. induction, % at 25 µM. 260,000 compounds, 0.83% hits;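 active means compounds whose cAMP rise, as percent of the full-agonist control response, exceeds 60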;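 further: rat C6 glioma line stably carrying human EP2 under a CMV promoter; the protocol text gives 20 µM as final concentration; 100% = response of wells given 1 µM PGE2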
* hit, by the source's call; x = not tested or not shown; & = joins results of further samples; [ ] = dose if it differs, or a comment. A portion of the library; the hit share may differ from the screen's.

Results follow in this order: Rad51 HR inh | 14-3-3 Bad PPI | TbHK1 inh | Calpain2 inh | Hck-Nef inh | zVAD death inh | eIF4E 4G PPI | PGE2 EP2 inh | EP2 mod
1	COc1ccc(-c2cnn3c(N)c(S(=O)(=O)C(C)(C)C)cnc23)cc1
→ 1 | -2 | -5 | 13 | 3 | 0.4 | -1 | 8 | 29
2	COC(=O)C(NC(=O)C(NC(=O)c1ccccc1)C(C)C)C(C)C (stereo not drawn)
→ -2 | 17 | 0 | 27 | 0 | -0.4 | -5 | 5 | 17
3	Cc1[nH]c(=O)nc2c1CCC2
→ -7 | 3 | 5 | 29 | 10 | -1.6 | 1 | 7 | 0
4	CCn1nnnc1NC(=O)c1cc(Cl)c(OC)c(Cl)c1
→ -2 | 1 | -4 | -29 | 20 | 9.4 | -2 | 13 | 21
5	CCN(CC)C(=O)CN(c1ccc(F)c(Cl)c1)S(C)(=O)=O
→ -16 | 5[fluorescence artefact?] | 0 | -35 | 1 | -0.3 | 2[fluorescence artefact?] | 8 | 13
6	O=c1[nH]c(=O)c2cc([N+](=O)[O-])cc([N+](=O)[O-])c2[nH]1
→ -3 | 16 | -26 | -6 | 17 | 0.2 | 8 | 4 | -20
7	COC(=O)c1cc(Br)c(=O)n(CCN2CCCCC2)c1
→ 0 | 12 | 2 | 4 | 0 | -0.2 | 3 | 2 | 18
8	CCNC(=O)NC(=O)C(C)Oc1ccc(Br)cc1Br (stereo not drawn)
→ 4 | -6 | -2 | 15 | 18 | 0.3 | -2 | 12 | -10
9	C=CCOc1c(Cl)cc(CNc2ccc(N(C)C)cc2)cc1OC
→ 0 | 2 | -4 | 6 | 2 | 0.6 | 1[fluorescence artefact?] | 7 | -3
10	CCOC(=O)N1CCN(CC(O)COCc2ccccc2)CC1 (stereo not drawn)
→ -2 | 10 | -11 | -6 | 1 | -0.2 | 3 | 15 | 5
11	Cc1cnc(C(=O)Nc2ccccc2F)cn1
→ -5 | -4[fluorescence artefact?] | 1 | -19 | -15 | -1.1 | 0 | 9 | 30
12	Cc1ccc(OCc2nc3ccccc3[nH]2)cc1
→ 27 | 12[fluorescence artefact?] | 4 | 29 | -1 | 1.0 | -6 | 1 | -33
13	CSc1ccc2[nH]c(=O)cc(C)c2c1
→ -7 | -3 | -12 | -328 | 2 | 0.0 | 1 | 15&8 | 23&8
14	COc1cc(CNC2CCCCCC2)cc(OC)c1O
→ 9 | -3 | 1 | -7 | 1 | 0.0 | -1 | 3 | 49
15	O=C(OC(C(=O)Nc1cccc(C(F)(F)F)c1)c1ccccc1)C1CCCCC1 (stereo not drawn)
→ -6 | -4[fluorescence artefact?] | 16 | 13 | 4 | 1.1 | 1 | 1 | -11
16	CCCOc1ccc(C(CC(=O)O)NC(=O)c2cccs2)cc1 (stereo not drawn)
→ 0 | -10 | 42 | 2 | -7 | -0.5 | 4 | 8 | -6
17	Cc1ccc(S(=O)(=O)N2CCOCC2)c2nsnc12
→ 2 | 11 | -23 | -10 | -2 | 0.0 | 7 | 4 | 13
18	Nc1ccc(C(=O)Nc2ccc3nc(-c4ccncc4)[nH]c3c2)cc1
→ -57 | -3 | -39 | -5 | 3 | 4.1 | -3 | 6 | -35
19	N#CC1CC(c2ccccc2)Nc2cc(Cl)ccc2N1 (stereo not drawn)
→ 10 | -3 | -6 | 22 | 6 | 5.3 | 3 | 5 | -18
20	O=C(/C=C/c1ccc(N2CCCCC2)c([N+](=O)[O-])c1)c1ccc(S(=O)(=O)N2CCCC2)cc1
→ 8 | 24 | -7 | -52 | 3 | 0.5 | -32 | 6 | 15
21	CCOC(=O)N1CCN(C(=O)CN(C)S(=O)(=O)c2ccc(OC)c(OC)c2)CC1
→ -7 | 18 | 2 | -13 | 2 | -1.5 | 4 | 10 | 1
22	COCC(C)n1c(SCc2nc(N)nc(Nc3ccccc3C)n2)nc2ccccc2c1=O (stereo not drawn)
→ -8 | -9 | -10 | -29 | 1 | -0.7 | -6 | 6 | 15
23	Cc1nc2oc3c(NCc4ccccn4)ncnc3c2c2c1COC(C)(C)C2
→ -7 | 3[fluorescence artefact?] | -3 | -179 | 2 | 0.1 | -9 | 6 | 6
24	CCOc1ccc2[nH]c(=O)c(CN(CCN3CCOCC3)Cc3nnnn3C(C)(C)CC)cc2c1
→ -11 | -4 | -24 | -97 | 2 | 0.6 | 3 | 16 | 9
25	Cc1cccc(OCC(=O)NNC(=O)Nc2cccc(Cl)c2)c1C
→ 4 | 6 | 4 | 6 | -1 | -0.1 | -9 | 7 | -42
26	O=C(NC1CCCc2ccccc21)C1CCN(S(=O)(=O)c2cccc3nonc23)CC1 (stereo not drawn)
→ 2 | -1 | -2 | -55 | -26 | -0.3 | -12[fluorescence artefact?] | 14 | 7
27	Cc1cc(F)ccc1S(=O)(=O)Nc1ccccc1C(=O)Nc1ccccc1-c1nc2ccccc2[nH]1
→ x | -2 | -21 | -434 | 0 | 0.8 | -1 | 5 | -78
28	CCC(NC(=O)c1cccc(Cn2nc(C)c([N+](=O)[O-])c2C)c1)c1ccc(C(C)C)cc1 (stereo not drawn)
→ -1 | -9 | 0 | -12 | 2 | 0.2 | 0 | 8 | 13
29	CNC1(c2nnnn2-c2c(C)cccc2C)CCOC(C)(C)C1 (stereo not drawn)
→ 6 | -7 | -8 | -10 | 16 | -1.0 | -1 | 7 | 23
30	Cc1cc(C)cc(N2C(=O)C3NN=C(C(=O)OCc4ccccc4)C3C2=O)c1 (stereo not drawn)
→ 7 | 14[fluorescence artefact?] | 3 | 11 | 2 | 0.8 | -1[fluorescence artefact?] | 6 | -45

By substructure, those above containing an aryl thioether with sulfur outside any ring.
Results follow in this order: Rad51 HR inh | 14-3-3 Bad PPI | TbHK1 inh | Calpain2 inh | Hck-Nef inh | zVAD death inh | eIF4E 4G PPI | PGE2 EP2 inh | EP2 mod
13	CSc1ccc2[nH]c(=O)cc(C)c2c1
→ -7 | -3 | -12 | -328 | 2 | 0.0 | 1 | 15&8 | 23&8
22	COCC(C)n1c(SCc2nc(N)nc(Nc3ccccc3C)n2)nc2ccccc2c1=O (stereo not drawn)
→ -8 | -9 | -10 | -29 | 1 | -0.7 | -6 | 6 | 15

Compound profiles, as listed above:
`CCOc1ccc2[nH]c(=O)c(CN(CCN3CCOCC3)Cc3nnnn3C(C)(C)CC)cc2c1` across the screens: Rad51 HR inh: -11; 14-3-3 Bad PPI: -4; TbHK1 inh: -24; Calpain2 inh: -97; Hck-Nef inh: 2; zVAD death inh: 0.6; eIF4E 4G PPI: 3; PGE2 EP2 inh: 16; EP2 mod: 9
`COC(=O)c1cc(Br)c(=O)n(CCN2CCCCC2)c1` across the screens: Rad51 HR inh: 0; 14-3-3 Bad PPI: 12; TbHK1 inh: 2; Calpain2 inh: 4; Hck-Nef inh: 0; zVAD death inh: -0.2; eIF4E 4G PPI: 3; PGE2 EP2 inh: 2; EP2 mod: 18

(listing goes on)
Results follow in this order: Rad51 HR inh | 14-3-3 Bad PPI | TbHK1 inh | Calpain2 inh | Hck-Nef inh | zVAD death inh | eIF4E 4G PPI | PGE2 EP2 inh | EP2 mod
31	CCOc1ccc(N(CC)S(=O)(=O)c2ccc3c(c2)oc(=O)n3C)cc1
→ 1 | 8 | 5 | -15 | 0 | 0.4 | 4 | 4 | -15
32	CCN(CC)C(=O)CSc1nc2c(c(-c3cccnc3)c1C#N)CCCC2
→ 2 | 13 | -8 | 1 | 4 | -0.7 | -8 | 10 | 6
33	COc1ccc(CNC(=O)c2c(C)nc3ccccn23)cc1
→ 0 | -4 | 2 | 17 | 5 | -0.1 | -6 | 9&0 | -29&21
34	O=C(Nc1ccccc1Cl)N1CCN(C/C=C/c2ccccc2)CC1
→ 12 | -9[fluorescence artefact?] | -3 | 18 | -2 | 0.7 | -19 | 3 | -70
35	Cc1ccc(C=Nc2ccccc2C(N)=O)o1
→ -23 | 13[fluorescence artefact?] | -12 | -363 | 5 | 0.1 | 23 | 5 | -3
36	O=c1c(C(c2ccc(F)cc2)c2c(O)nc3n(c2=O)CCS3)c(O)nc2n1CCS2
→ -2 | 0 | -5 | -21 | 19 | 0.8 | -3 | 13 | 19
37	O=S(=O)(c1ccccc1)N1CCN(c2ncnc3sc(-c4ccccc4)cc23)CC1
→ -1 | 6 | -13 | -180 | 0 | 0.1 | -22 | 2 | 27
38	C/C=C\C=C/C(=O)Nc1cccc(C2=NOC3(C2)C[C@@H](C(N)=O)N(C(=O)/C=C/C=C\C)C3)c1 (stereo partly drawn)
→ -5 | -1 | -12 | -23 | -21 | -0.3 | 9 | 7 | -8
39	COC(=O)c1ccccc1NC(=O)C1CCN(C(=O)c2ccc(OC)cc2)CC1
→ 3 | 21 | -3 | -3 | 1 | 0.0 | 4 | 12 | 11
40	Cc1nc2cc(-c3ccccc3)nn2c(C)c1CCC(=O)NCc1ccco1
→ 7 | 2 | -7 | -42 | -3 | 0.6 | -2 | 9 | -59
41	CCC(=O)Nc1ccc(F)c(Cl)c1
→ 6 | -1 | -1 | -29 | 0 | 0.2 | -2 | 10 | 20
42	COc1ccc(C(=O)CSc2nnc(-c3ccco3)c(-c3ccco3)n2)cc1
→ 5 | 29 | -1 | -5 | 85* | 0.3 | 20 | 6 | -18
43	Cc1nc2c([nH]1)C1(CCN(Cc3ccccc3)CC1)C(C#N)=C(N)O2
→ -18 | -12 | 1 | 1 | 1 | -0.2 | -7 | 12 | 3
44	O=C(NCc1cccs1)C1CCN(S(=O)(=O)c2ccc(Br)s2)CC1
→ x | -7 | -5 | 39 | -1 | -0.1 | 9 | 10 | -13
45	Cc1cc(NC(=O)CN2CCN(C)CC2)no1
→ -1 | 10 | 13 | 9 | -41 | 2.5 | -1 | 3 | 17
46	O=C(NCCc1ccccc1)c1nc2c(nnn2Cc2ccccc2Cl)c(=O)[nH]1
→ -23 | 9 | -2 | -10 | -16 | -0.1 | 1[fluorescence artefact?] | 7 | 0
47	O=C(NCc1ccco1)c1n[nH]c(=O)c2ccccc12
→ -8 | -14[fluorescence artefact?] | -2 | 9 | -3 | 1.1 | -1[fluorescence artefact?] | 13 | 10

Individual results from above.
Rad51 HR inh result of no. 36 stands at -2
Hck-Nef inh result of no. 40 stands at -3
PGE2 EP2 inh result of no. 31 stands at 4
Rad51 HR inh result of no. 41 stands at 6

An excerpt from above in order of formula weight, ascending.
Results follow in this order: Rad51 HR inh | 14-3-3 Bad PPI | TbHK1 inh | Calpain2 inh | Hck-Nef inh | zVAD death inh | eIF4E 4G PPI | PGE2 EP2 inh | EP2 mod
34	O=C(Nc1ccccc1Cl)N1CCN(C/C=C/c2ccccc2)CC1
→ 12 | -9[fluorescence artefact?] | -3 | 18 | -2 | 0.7 | -19 | 3 | -70
40	Cc1nc2cc(-c3ccccc3)nn2c(C)c1CCC(=O)NCc1ccco1
→ 7 | 2 | -7 | -42 | -3 | 0.6 | -2 | 9 | -59
46	O=C(NCCc1ccccc1)c1nc2c(nnn2Cc2ccccc2Cl)c(=O)[nH]1
→ -23 | 9 | -2 | -10 | -16 | -0.1 | 1[fluorescence artefact?] | 7 | 0
